12-LOX inh = Primary qHTS assay for inhibitors of human arachidonate 12S-lipoxygenase (ALOX12): Round 2 | purified 12hLO, xylenol orange hydroperoxide absorbance | 580,000 compounds, 1.1% hits | Potency, µM (doses to about 108 µM), without a hit: at the highest dose activity change, negative = inhibition, usual class: inhibitors | Polyunsaturated fatty acid lipoxygenase ALOX12 (Homo sapiens), P18054; active = well fitted inhibition curve with a large enough effect; inconclusive = small, poorly fitted or top-dose-only effect, or another doubt; inactive = no such curve, though single readings can be large or run the other way; note: potency is the fitted concentration of half-maximal effect
Target sequence (P18054 whole entry, looked up): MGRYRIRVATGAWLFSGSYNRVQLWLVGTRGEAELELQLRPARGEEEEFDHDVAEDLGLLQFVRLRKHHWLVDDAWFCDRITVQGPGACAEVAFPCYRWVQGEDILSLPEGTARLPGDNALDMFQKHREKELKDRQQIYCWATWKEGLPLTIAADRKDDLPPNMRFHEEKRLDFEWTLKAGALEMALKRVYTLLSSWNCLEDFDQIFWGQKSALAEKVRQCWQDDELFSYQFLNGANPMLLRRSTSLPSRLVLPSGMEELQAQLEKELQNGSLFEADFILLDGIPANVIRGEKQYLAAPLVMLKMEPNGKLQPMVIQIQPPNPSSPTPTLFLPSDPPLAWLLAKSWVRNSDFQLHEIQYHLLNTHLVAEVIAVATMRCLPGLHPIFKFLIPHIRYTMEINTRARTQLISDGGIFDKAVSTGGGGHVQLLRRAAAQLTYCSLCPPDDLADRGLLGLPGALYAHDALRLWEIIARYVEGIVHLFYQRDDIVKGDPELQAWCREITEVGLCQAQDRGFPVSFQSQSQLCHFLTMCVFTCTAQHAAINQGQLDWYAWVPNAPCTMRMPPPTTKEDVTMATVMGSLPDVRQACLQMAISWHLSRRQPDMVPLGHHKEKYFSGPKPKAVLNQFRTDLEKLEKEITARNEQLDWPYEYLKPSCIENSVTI
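Purified human 12hLO at 150 nM in 25 mM Hepes, 0.01% Triton X-100, pH 7.0, preincubated 15 min at room temperature with compound. Reaction started with 40 uM arachidonic acid, 30 min at room temperature. Hydroperoxide measured by Fe-xylenol orange, 573/405 nm absorbance ratio.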
LDHA block = qHTS assay for inhibitors of human lactate dehydrogenase; L-lactate dehydrogenase A chain (Homo sapiens), P00338; purified LDHA, NADH/diaphorase-resazurin fluorescence; stronger effect = lower value; activity change, % (values are at about 110 or 230 µM); 480,000 compounds, 0.15% hits; in the data active = activity change below about -30%; inconclusive = mostly about -25% to -30%;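 note: plate controls were DMSO wells for no effect and wells without enzyme for full effect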
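Resorufin fluorescence (ex540/em590), read at 0 and 20 min after diaphorase/resazurin addition, reports the NADH left after a 5 min room-temperature reaction of 2 nM human LDH5 with 0.06 mM NADH and 0.2 mM pyruvate.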
* = called active by the depositor; u = inconclusive; [ ] = dose if it differs, or a comment. Unless noted, % is set by controls: 0 for no effect and ±100 for the full control effect.

12-LOX inh | LDHA block | SMILES
-37.6% | -10.4 | Cc1ccc(S(=O)(=O)Nc2cc(C(N)=O)cc(F)c2C)cc1Cl
18.9% | 3.8 | CC(=O)c1ccc(NC(=O)Cn2c(=O)c3c(ncn3C3CCCC3)n(Cc3ccccc3)c2=O)cc1
14.4% | -0.6 | Cc1cccc(NC(NC(=O)C(C)C)C(Cl)(Cl)Cl)c1 (stereo unspecified)
u | 7.6 | CCN(Cc1ccccc1)c1sc(S(C)(=O)=O)nc1S(=O)(=O)c1ccc(C)cc1
-4.1% | 0.7 | CC(c1nc(-c2ccccc2)no1)N1CCc2ccccc2C1 (stereo unspecified)
u | 6.0 | Cn1c(CC(=O)Nc2ccc(Cl)cc2)nnc1SCC(=O)NC12CC3CC(CC(C3)C1)C2
4.3% | -0.1 | Cn1nc(C(=O)N2CCN(c3ncccn3)CC2)c2ccccc2c1=O
18.9% | -15.5 | NC(=O)CN1CCC(NC(=O)c2ccc(Cl)cc2)CC1
u | 4.6 | CCNc1nc2c(c(=O)[nH]c(=O)n2C)n1Cc1ccccc1Cl
0.0% | -10.1 | COc1cc(-c2ccc(N3C(c4ccsc4)=Cc4ccc(F)cc4C3c3c[nH]c4ccc(C#N)cc34)cc2)cc(OC)c1OC (stereo unspecified)
13.5% | 3.2 | C=CCC1(O)CCN(C)CC1C (stereo unspecified)
-17.7% | 8.6 | Cc1c(C=O)c(C)n(C)c1C
-17.7% | -2.5 | Cc1nn(-c2ncccn2)c2c1C(c1ccc(OCC(C)C)cc1)CC(=O)N2 (stereo unspecified)
u | 6.4 | CCOc1ccccc1C1CC(c2cccc(NS(C)(=O)=O)c2)=NN1C(=O)c1ccco1 (stereo unspecified)
u | 4.7 | CCOC(=O)CN1C(C(C)=O)=C(OC(=O)CC)c2ccccc2S1(=O)=O
u | 1.7 | O=C(c1cc2cc(Br)ccc2oc1=O)N1CCCCCC1
u | 5.4 | CCOc1c(Br)cc(/C=C/c2ncc(C(=O)O)s2)cc1OC
-33.6% | 9.1 | CN(C)CCC1CCNCC1
5.2% | -6.7 | CCOc1ccccc1CNC(=O)C1CCN(C(=O)N2CC(CC)Oc3ccccc32)CC1 (stereo unspecified)
7.6% | -0.8 | Cc1ccc2cc(C(=O)N3CCCC(C(=O)N4CCOCC4)C3)[nH]c2c1 (stereo unspecified)
-46.2% | 6.9 | CC(SCc1cccc(Cl)c1)C(=O)NC(N)=O (stereo unspecified)
39.4% | -2.7 | Cc1ccc([C@@]2(OC(=O)c3ccccc3)C(=O)N(C(=O)OC(C)(C)C)c3ccccc32)cc1
u | -8.0 | Cc1nc(SCC(=O)Nc2ccccc2Br)oc1C
-27.5% | 3.8 | CCOC(=O)C1CCCN(C(=O)Cn2nc3cc(C)nc(N4CCc5ccccc5C4)n3c2=O)C1 (stereo unspecified)
-3.3% | 7.8 | Cc1cc(=O)oc2cc(OCC(=O)NCc3cccnc3)c(Cl)cc12
-19.8% | 4.8 | O=C1NC2(CCCCC2)C(=O)N1Cc1cc(F)cc2cccnc12
-26.8% | -6.3 | CCCCn1c(=O)[nH]c(=O)c2c1nc(CSc1nnnn1C)n2CCC
u | -0.7 | O=C(c1cc(-c2ccc(Cl)cc2)on1)N(Cc1ccco1)Cc1cccs1
u | -2.4 | O=C(O)c1ccc(/C=C/C(=O)c2ccc(N3CCOCC3)cc2)cc1
4.1% | -12.0 | O=C(CSc1nnc(-c2ccc(S(=O)(=O)N3CCCCCC3)cc2)o1)c1ccc(Cl)cc1
19.8% | 8.8 | Cc1ccc2c(c1)/C(=C/c1ccncc1)c1cc3ccccc3nc1-2
u | 0.1 | COc1cccc(-c2nc3ccccc3c(C)c2C#N)c1
u | 9.8 | Cc1ccc(S(=O)(=O)Nc2ccc3[nH]c(C)cc3c2)cc1
-7.0% | 1.6 | Cn1c(=O)c2nc(SCC(=O)c3ccccc3)n(C)c2n(C)c1=O
14.1% | -0.4 | COCC(=O)N1CCN(C(=O)Cc2ccc(N3CCCC3=O)cc2)CC1
u | 16.6 | CC(Sc1ccc2c(c1)OCCCO2)C(=O)Nc1ccc2ccccc2c1 (stereo unspecified)
u | -16.9 | CCn1c(SC(C)C(=O)Nc2nccs2)nnc1-c1ccco1 (stereo unspecified)
u | -0.5 | CCN(C(=O)c1cc(=O)c2cc(C)ccc2o1)c1ccccc1
-20.2% | 21.0 | COc1ccc(OC)c(C2C=C(c3ccc(Cl)cc3OC(F)F)Nc3nnnn32)c1 (stereo unspecified)
52.5%[activator] | 3.7 | COc1ccc(C(=O)Nc2oc3ccccc3c(=O)c2-c2ccc(F)cc2)cc1
10µM* | 23.0 | COc1cc(C(=O)/C=C/c2cc(Br)c(O)c(OC)c2)ccc1OCC(=O)O
-5.3% | 2.6 | O=S(=O)(c1cccs1)N1CCOc2ccc(COCc3cccc(F)c3)cc2C1
-8.6% | 0.5 | N#Cc1ccc(-n2cccc2C=O)cc1
-16.1% | 2.2 | CC(C)Cc1nc2sc3c(NCC(C)O)ncnc3c2c2c1CCC2 (stereo unspecified)
5.0% | 0.3 | N#Cc1nc(COc2ccccc2)oc1NCc1cccnc1
37.4%[activator] | -7.8 | COC(=O)c1ccc(Oc2coc3cc(OCc4ccc(C)cc4)ccc3c2=O)cc1
u | 11.4 | Cc1cccc(NC(=O)N2CCN(Cc3nc(-c4cccc(C(F)(F)F)c4)no3)CC2)c1
-19.8% | -3.3 | Cc1ccc(C)c(NC(=O)C(C)SC(c2ccc(F)cc2)c2ccc(F)cc2)c1 (stereo unspecified)

Part of the list above, with each value named.
> CC(C)Cc1nc2sc3c(NCC(C)O)ncnc3c2c2c1CCC2 (stereo unspecified)
- 12-LOX inh: -16.1%
- LDHA block: 2.2

> N#Cc1nc(COc2ccccc2)oc1NCc1cccnc1
- 12-LOX inh: 5.0%
- LDHA block: 0.3

> COC(=O)c1ccc(Oc2coc3cc(OCc4ccc(C)cc4)ccc3c2=O)cc1
- 12-LOX inh: 37.4%[activator]
- LDHA block: -7.8

> Cc1cccc(NC(=O)N2CCN(Cc3nc(-c4cccc(C(F)(F)F)c4)no3)CC2)c1
- 12-LOX inh: u
- LDHA block: 11.4

Next entries:
12-LOX inh | LDHA block | SMILES
u | -2.1 | Cc1ccc2c(c1)N(CC(=O)c1cn(C)c3ccccc13)C(=O)CO2
-0.1% | 6.9 | Cc1ccc(S(=O)(=O)N(C)CC(=O)Nc2ncc(Cc3ccc(F)cc3)s2)cc1C
u | 8.4 | CC(CC(=O)c1ccc(Cl)cc1)CC(=O)c1ccc(Cl)cc1
-33.0% | 1.7 | C=C(CCCN(Cc1ccccc1)Cc1ccccc1)C(=O)OCC
u | -1.3 | CCc1c(C)sc(NC(=O)Cc2ccc(Cl)cc2)c1C#N
u | 2.1 | FC(F)Oc1ccc(NC(=S)NCCc2ccccc2)cc1
11.2% | -1.2 | CCCCN(C(=O)c1ccc2c(=O)n3c(nc2c1)CCCCC3)c1ccccc1
u | 0.2 | COc1ccc2[nH]c(C)c(CCNC(=O)c3cc4ccccc4oc3=O)c2c1
-14.5% | -37.9* | CSc1cccc(NC(=O)COc2coc(CN3CCSCC3)cc2=O)c1
u | 14.4 | COc1cc(C#N)ccc1OC(=O)CCNC(=O)c1ccc(C(C)(C)C)cc1
u | -2.2 | Cn1c(COc2ccc(C(C)(C)C)cc2)nnc1SCc1csc(-c2ccc(F)cc2)n1
-15.9% | 0.2 | N#Cc1c(NC(=O)CSc2ncnc3ccccc23)sc2c1CCCC2
-15.5% | -2.9 | O=C(CCc1c[nH]c2ccccc12)Nc1nnc(C2CC2)s1
-4.9% | -1.5 | O=C(Nc1ccccc1)N(Cc1cccc(O)c1)C1CCC(O)CC1 (stereo unspecified)
u | -1.4 | CC(C)c1ccccc1NC(=S)NCCc1ccc(Cl)cc1
15.5% | 7.1 | O=C(NC1CCN(CCCc2nc3ccccc3o2)CC1)C1CC1
u | -0.7 | Cc1ccc(SCCC(=O)OCC(=O)c2cc(Cl)ccc2Cl)cc1
-29.3% | 9.7 | CCOC(=O)c1c(C)[nH]c(C(=O)CN(C)Cc2cccc(F)c2)c1C
u | 10.6 | O=C(NCC1CCC1)c1ccccc1Nc1ccccc1
18.3% | 4.5 | COc1cccc(NC(=O)CN(C)CC(=O)N(C)C2(C#N)CCC(C)CC2)c1 (stereo unspecified)
u | 5.0 | Cc1ccc(-c2nnn(Cc3ncc(-c4ccccc4)o3)n2)cc1
u | 12.4 | Fc1ccc(C2Cc3ccccc3N2)cc1 (stereo unspecified)
-4.1% | -10.2 | N=C1C(c2nc3ccccc3c(=O)[nH]2)=C(O)CN1c1ccc(Cl)c(Cl)c1
7.4% | 3.3 | CC(C)NC(=O)CSc1ncc(-c2cccc(Br)c2)o1
74.4% | -2.4 | C=C(C)COc1ccc2c(=O)c(Oc3ccc(C(=O)OCCC)cc3)coc2c1
0.0% | -0.7 | c1csc(-c2nc(CSc3nnc(C4CC4)n3C3CC3)co2)c1
u | 8.7 | O=C(CCc1nc2ccccc2c(=O)[nH]1)N1CCCC1CC1CCCCC1 (stereo unspecified)
-5.4% | -2.1 | CN(C(=O)CN1CCN(Cc2ccc(C#N)cc2)CC1)c1ccccc1C(=O)NCc1ccco1
1.3% | 11.8 | O=C(NN1C(=O)NC2(CCCCC2)C1=O)c1nn(-c2ccccc2)c(=O)c2ccccc12
u | 0.3 | Cc1ccc(C2NC(=O)N(C)C3=C2C(=O)N(c2ccc(C)cc2)C3)cc1 (stereo unspecified)
13.3% | 8.3 | CN(Cc1ccccc1)C(=O)c1cc(=O)[nH]c2ccc(S(=O)(=O)Nc3ccc(F)cc3)cc12
-4.2% | 4.1 | Cc1oc(-c2nc(C#N)c(NCc3ccccc3Cl)o2)cc1S(=O)(=O)N(C)C
-6.7% | -0.2 | CC(Sc1ncnc2nc[nH]c12)C(=O)NCCc1ccc(Cl)cc1Cl (stereo unspecified)
30.2% | 13.6 | CCOc1ccc(NC(=O)c2ccc(C)cc2)c2cccnc12
u | 4.8 | COCCN(Cc1cccs1)S(=O)(=O)c1ccc(C(=O)O)cc1
-57.9% | -1.5 | CCNC(=S)Nc1c(F)cccc1F
-4.1% | -0.8 | O=C(NCC1CCCO1)c1ccc(NS(=O)(=O)c2ccc3[nH]c(=O)[nH]c3c2)cc1 (stereo unspecified)
13.9% | -6.5 | O=C(NCc1ccnc(-n2cccn2)c1)c1ccc(NC(=O)c2ccccn2)cc1
-3.4% | 1.3 | O=C(Nc1ccccc1C(F)(F)F)c1ccccc1Cl
-2.0% | -3.8 | CN1C(=O)COc2ccc(NC(=O)C(=O)NC3CCCCCC3)cc21
u | 32.7 | N#Cc1ccc(N2CCC(C(=O)Nc3ccc(S(=O)(=O)N4CCCC4)cc3)CC2)nc1
32.5%[activator] | -9.4 | COc1cc(OC)c(C(=O)OCC(=O)Nc2ccccc2C(C)=O)cc1OC
-29.3% | -3.4 | NNC(=O)c1cc(N)cc([N+](=O)[O-])c1
-7.7% | 6.5 | O=C(Nc1cccc(Br)c1)C1C2CCC3C(CCC21)C3(Cl)Cl (stereo unspecified)
u | 3.1 | O=C(NC(c1ccccc1)c1ccc(Cl)cc1)c1ccc[n+]([O-])c1 (stereo unspecified)
u | -22.1 | CCC(=O)Nc1c(C)cc(C)cc1C
4.4% | 0.7 | Cc1cc(CS(=O)(=O)Cc2ccccc2Cl)no1
8.0% | -3.0 | Cc1ccc(S(=O)(=O)N2CC3C(=O)CC(c4ccccc4)N(S(=O)(=O)c4ccc(C)cc4)C3CC2c2cccc(Cl)c2)cc1 (stereo unspecified)
-13.3% | -6.5 | CCCn1nc(C(=O)NN2C(=O)NC3(CCCCC3)C2=O)c2ccccc2c1=O
46.1% | 2.4 | CCOc1ncccc1C(=O)N1CCN(CC(=O)Nc2ccccc2Cl)CC1
-8.6% | 2.3 | O=S1(=O)CCN(C2CCCCC2)c2c(F)nc(F)c(Cl)c21
5.4% | 1.2 | CCOC(=O)[C@]12CCCC=C1N(Cc1cccc3ccccc13)C(=O)[C@H](CC(=O)NCc1cccc3ccccc13)C2
-3.8% | -1.6 | c1ccc(N2CCN(c3nc(-c4cccnc4)nc4ccccc34)CC2)cc1
-3.6% | 5.5 | CC1(c2nnnn2-c2ccc3c(c2)OCCO3)CCC(=O)N1CCc1c[nH]c2ccccc12 (stereo unspecified)
u | 16.7 | O=C(CCc1ncc(-c2ccc(F)cc2F)o1)Nc1ccc(N2CCOCC2)cc1N1CCOCC1

A run of entries taken from the entries so far, for reference:
12-LOX inh | LDHA block | SMILES
-3.6% | 5.5 | CC1(c2nnnn2-c2ccc3c(c2)OCCO3)CCC(=O)N1CCc1c[nH]c2ccccc12 (stereo unspecified)
u | 16.7 | O=C(CCc1ncc(-c2ccc(F)cc2F)o1)Nc1ccc(N2CCOCC2)cc1N1CCOCC1

The list is partial (hit frequency here may not be typical).
